# Source: PubChem (National Center for Advancing Translational Sciences (NCATS))
# TDP1 cell noCPT = qHTS for Inhibitors of human tyrosyl-DNA phosphodiesterase 1 (TDP1): qHTS in cells in absence of CPT | AID 686978, 2013 | DT40 Tdp1-/- hTDP1 cells, no CPT, ATP luminescence, 48 h | hit rate 15% among 420,000 | Potency, µM (highest dose often 46.2 µM), inactives show at the highest dose activity change, negative = growth inhibition, usual class: inhibitors; also: nearly all actives have a fitted effect of over 55% in size
#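 Readout: luminescence from CellTiter-Glo after 30 min in the dark at RT. Cells: DT40 Tdp1-/- with stable hTDP1, 400/well. Exposure: compounds alone, ≥48 hr, 37 °C.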
# TDP1 cell CPT = qHTS for Inhibitors of human tyrosyl-DNA phosphodiesterase 1 (TDP1): qHTS in cells in presence of CPT; chicken DT40 Tdp1-/-;hTDP1 cells + 20 nM CPT, ATP luminescence, 48 h; Potency, µM (top dose mostly 46.2 µM), for inactives: at the top dose activity change, negative = growth inhibition, usual class: inhibitors; hit rate 12% among 420,000; also: nearly all actives have a fitted effect of over 55% in size
#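 Chicken DT40 Tdp1-/- cells stably complemented with human TDP1 were seeded at 400 cells/well in medium containing 20 nM camptothecin, exposed to pin-transferred compounds, and grown at 37 °C for at least 48 hr. Viability was read as ATP luminescence.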
# TDP1 inh = qHTS Assay for Inhibitors of Tyrosyl-DNA Phosphodiesterase (TDP1); hit rate 0.28% among 350,000; AID 485290, 2010; Tyrosyl-DNA phosphodiesterase 1 (Homo sapiens), Q9NUW8; Potency, µM (series often up to 130 µM), for inactives: top-dose activity change, negative = inhibition, actives largely listed as inhibitors; recombinant TDP1, AlphaScreen DNA substrate cleavage; also: nearly all actives have a fitted effect of over 40% in size
# Target sequence (Q9NUW8 whole entry, looked up): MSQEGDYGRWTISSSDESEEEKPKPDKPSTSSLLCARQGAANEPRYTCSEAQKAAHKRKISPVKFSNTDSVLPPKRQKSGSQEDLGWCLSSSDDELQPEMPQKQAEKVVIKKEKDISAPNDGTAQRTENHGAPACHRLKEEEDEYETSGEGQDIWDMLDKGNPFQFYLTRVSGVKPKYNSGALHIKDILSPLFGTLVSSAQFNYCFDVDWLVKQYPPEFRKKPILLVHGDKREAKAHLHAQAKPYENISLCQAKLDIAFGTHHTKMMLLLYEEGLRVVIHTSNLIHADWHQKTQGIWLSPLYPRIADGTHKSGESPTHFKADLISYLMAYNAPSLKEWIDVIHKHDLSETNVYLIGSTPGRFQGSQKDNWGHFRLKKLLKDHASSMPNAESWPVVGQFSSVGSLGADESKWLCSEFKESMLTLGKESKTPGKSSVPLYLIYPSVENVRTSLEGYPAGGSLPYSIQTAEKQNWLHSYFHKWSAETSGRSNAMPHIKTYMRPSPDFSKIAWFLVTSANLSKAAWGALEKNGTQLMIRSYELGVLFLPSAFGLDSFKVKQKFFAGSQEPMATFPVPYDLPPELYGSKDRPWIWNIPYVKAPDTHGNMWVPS
#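 E. coli-derived human Tdp1, 1 nM final. Cpd preinc 15 min RT; substrate 15 nM final, 5 min RT; AS bead mix 10 ug/ml final, 10 min RT. Signal loss = tyrosine-FITC cleavage. No-enzyme wells = max signal.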
# Starred values were filed as active, the others as inactive; ? = inconclusive; nt = not tested or not shown; & = joins results of further samples; ! = a repeat was not active; [ ] = another dose, or the depositor's remark. Calls follow the shape of the dose curve; as a rule, active = well fitted curve in the direction sought with a large enough effect; inconclusive = small, poorly fitted or top-dose-only effect, or another doubt; inactive = no such curve, though single readings can be large; an effect the other way counts as inactive or inconclusive. % is scaled to controls: 0 for no effect and ±100 for the full control effect; potency is read from the fitted curve at half-maximal effect. A portion of the library, so the mix of outcomes need not match the whole.
SMILES,TDP1 cell noCPT,TDP1 cell CPT,TDP1 inh
O=c1[nH]c(=O)n(CCc2ccccc2)c(O)c1C=NCc1ccc2c(c1)OCO2,-2%,-15%,1%
CCN1CCN(Cc2cc(OC)c3c(c2)OCO3)CC1,2%,-12%,nt
CCCCCCn1c(=O)c(C(=O)Nc2cnccn2)c(O)c2ccccc21,0.58µM*,0.82µM*,0%
O=C(c1cc(Br)ccc1Cl)N1CCC2(CC1)OCCO2,-1%,-1%,-2%
CC(C)=CC1C(C(=O)OCc2cccc(Oc3ccccc3)c2)C1(C)C (stereo unspecified),-4%,-10%,nt
CC(C)CC(=O)Nc1ccc(S(=O)(=O)N2CC3CC(C2)c2cccc(=O)n2C3)cc1 (stereo unspecified),-24%,1%,-5%
COc1ccc(C(CC(=O)N2CCC3(CC2)OCCO3)NS(=O)(=O)c2ccc(OC)cc2)cc1 (stereo unspecified),-19%,-1%,3%
O=C(NCC1=C(c2cccc3ccccc23)C[C@@H]2CC[C@H]1N2Cc1ccco1)c1ccncc1,26µM*,23µM*,nt
Cc1cc(C)c(C2=NOC(O)(C(F)(F)F)C2)c(=O)[nH]1 (stereo unspecified),?,-3%,8%
CN(C)c1ccc2c(c1)N=C(c1ccco1)OP2(=S)N1CCOCC1 (stereo unspecified),-28%,-16%,6%
O=C(O)COc1cc(Cl)c(Cl)cc1Cl,-2%,-22%,4%
O=C1Nc2ccccc2Oc2ccccc21,10%,7%,nt
O=C(OCCN1CCCCC1)C(O)(c1ccccc1)c1ccccc1,-1%,7%,nt
CCc1ccc(CN2CCCC(C(=O)c3sccc3C)C2)o1 (stereo unspecified),?,?,9%
CC[N+](CC)(CC)CCCCCCCCCC[N+](CC)(CC)CC,-1%,8%,1%
Cc1ccc(N=C(/N=C(\N)N[N+](=O)[O-])Nc2ccc(C)cc2)cc1,?,?,nt
C[C@H]1O[C@@H](O[C@H]2[C@@H](O)C[C@@H](O[C@H]3[C@@H](O)C[C@H](O[C@H]4CC[C@@]5(C)[C@H](CC[C@@H]6[C@@H]5CC[C@]5(C)[C@@H](C7=CC(=O)OC7)CC[C@]65O)C4)O[C@@H]3C)O[C@@H]2C)C[C@H](O)[C@@H]1O,0.11µM*,0.32µM*,nt
CN1C[C@@H](NS(=O)(=O)N(C)C)C[C@@H]2c3cccc4c3c(cn4C)C[C@H]21,?,-30%,11%
CC(=O)O[C@@H]1CC[C@]2(C)C3CC[C@@]4(C)C(C[C@@H](O)[C@@H]4O)C3[C@@H](OC(C)=O)C[C@H]2C1 (stereo partly specified),?,-26%,0%
O=[N+]([O-])NC1=NCN(Cc2ccco2)CN1Cc1ccco1,?,-9%,0%
Oc1ccc([C@H]2CNCc3c2ccc(O)c3O)cc1O,-80%,?,nt
CC(N)[C@@H](O)c1ccccc1 (stereo partly specified),13%,2%,9%[56.1 µM]
C=CCn1c(O)c(C(C)=Nc2cccc(C(F)(F)F)c2)c(=O)[nH]c1=O,-16%,0%,-4%
CCC(=NCC1CCCO1)c1c(O)n(-c2ccc(OC)cc2)c(=O)[nH]c1=O (stereo unspecified),1%,15%,-3%
CC(C)(C)n1nnnc1C(c1cc2ccccc2o1)N1CCC2(CC1)C(=O)NCN2c1ccccc1 (stereo unspecified),?,?,nt
O=C(Nc1ccc(F)c([N+](=O)[O-])c1)N1C[C@H]2C[C@@H](C1)c1cccc(=O)n1C2,20%,-30%,1%
CCC(=Nc1ccc(Cc2ccncc2)cc1)c1c(O)n(C)c(=O)n(C)c1=O,5µM*,5µM*!,1%
CC(=O)[C@H]1CC[C@H]2[C@@H]3CC[C@H]4C[C@](C)(O)CC[C@]4(C)[C@H]3CC[C@]12C,-16%,6%,nt
COc1ccc(NC(=O)c2ccco2)cc1NC(=O)COc1cccc(C)c1C,?,?,1%
Cn1c(O)c(C(c2ccccn2)c2c(O)n(C)c(=S)[nH]c2=O)c(=O)[nH]c1=S,-15%,17%,-6%

# A draw from above in order of molecular weight, ascending.
SMILES,TDP1 cell noCPT,TDP1 cell CPT,TDP1 inh
O=[N+]([O-])NC1=NCN(Cc2ccco2)CN1Cc1ccco1,?,-9%,0%
Cc1ccc(N=C(/N=C(\N)N[N+](=O)[O-])Nc2ccc(C)cc2)cc1,?,?,nt
CC(=O)[C@H]1CC[C@H]2[C@@H]3CC[C@H]4C[C@](C)(O)CC[C@]4(C)[C@H]3CC[C@]12C,-16%,6%,nt
CC[N+](CC)(CC)CCCCCCCCCC[N+](CC)(CC)CC,-1%,8%,1%
C=CCn1c(O)c(C(C)=Nc2cccc(C(F)(F)F)c2)c(=O)[nH]c1=O,-16%,0%,-4%
CN1C[C@@H](NS(=O)(=O)N(C)C)C[C@@H]2c3cccc4c3c(cn4C)C[C@H]21,?,-30%,11%
CCC(=NCC1CCCO1)c1c(O)n(-c2ccc(OC)cc2)c(=O)[nH]c1=O (stereo unspecified),1%,15%,-3%
CCC(=Nc1ccc(Cc2ccncc2)cc1)c1c(O)n(C)c(=O)n(C)c1=O,5µM*,5µM*!,1%
COc1ccc(NC(=O)c2ccco2)cc1NC(=O)COc1cccc(C)c1C,?,?,1%
Cn1c(O)c(C(c2ccccn2)c2c(O)n(C)c(=S)[nH]c2=O)c(=O)[nH]c1=S,-15%,17%,-6%
CC(=O)O[C@@H]1CC[C@]2(C)C3CC[C@@]4(C)C(C[C@@H](O)[C@@H]4O)C3[C@@H](OC(C)=O)C[C@H]2C1 (stereo partly specified),?,-26%,0%
CC(C)(C)n1nnnc1C(c1cc2ccccc2o1)N1CCC2(CC1)C(=O)NCN2c1ccccc1 (stereo unspecified),?,?,nt
C[C@H]1O[C@@H](O[C@H]2[C@@H](O)C[C@@H](O[C@H]3[C@@H](O)C[C@H](O[C@H]4CC[C@@]5(C)[C@H](CC[C@@H]6[C@@H]5CC[C@]5(C)[C@@H](C7=CC(=O)OC7)CC[C@]65O)C4)O[C@@H]3C)O[C@@H]2C)C[C@H](O)[C@@H]1O,0.11µM*,0.32µM*,nt

# Next part
SMILES,TDP1 cell noCPT,TDP1 cell CPT,TDP1 inh
CN(C)c1ccc(/C=C2/C(=O)NC(=O)N(Cc3ccco3)C2=O)cc1,-17%,-17%,28µM*
C[C@H]1CNC(=O)c2c(C(=O)N3CCN(C(=O)OC(C)(C)C)CC3)ncn21,?,26µM*,nt
CC(=O)N1N=C(c2cccnc2)CC1c1ccccc1O (stereo unspecified),-11%,-12%,nt
CC(C)(O)C(Cl)(Cl)Cl,?,?,5%&-2%
Cc1ccc(Cn2nnnc2CN2CCC(n3nnc4ccccc43)CC2)cc1,?,-25%,-1%
COc1ccc2c(c1)CC1(CN2C)C(=O)NC(=O)N(c2ccc(F)cc2)C1=O (stereo unspecified),-22%,-38%,4%
COc1ccc(OC)c(NC2=NCCCS2)c1,?,-11%,3%
CC(Oc1ccc(Br)cc1)C(=O)N(Cc1nc(-c2ccccc2)no1)C(C)C (stereo unspecified),?,?,5%
CC(C)(C)n1nnnc1C(CCc1ccccc1)N1CCC2(CC1)C(=O)NCN2c1ccccc1 (stereo unspecified),15µM*,21µM*,nt
CC(Cc1ccccc1)[n+]1cc(/N=C(\[O-])Nc2ccccc2)on1 (stereo unspecified),-10%,-8%,2%
O=C1NCN(c2ccccc2)C12CCN(C(c1cc3ccccc3o1)c1nnnn1-c1ccc3c(c1)OCCO3)CC2 (stereo unspecified),23µM*,21µM*,nt
NC(=NCCc1ccc(I)cc1)SCCCc1cnc[nH]1,13µM*,15µM*,16%&13%
CC(=O)Nc1cccc(-c2csc(C(O)c3cccc(Cl)c3)n2)c1 (stereo unspecified),18µM*,23µM*,nt
O=C(Cn1cnc2ccccc2c1=O)NCCC(=O)N1CCC2(CC1)OCCO2,-4%,2%,-1%
CCCNC(=O)N1[C@H]2CC[C@@H]1C(C(=O)OC)=C(c1ccc(C(C)=O)cc1)C2,-11%,6%,1%
Cc1cc(C)nc(-n2c(C)nc3cc(Cl)ccc3c2=O)c1,?,-4%,4%
COc1ccc(-n2nnnc2C(c2ccccc2)N2CCC(n3c(=O)[nH]c4ccccc43)CC2)cc1 (stereo unspecified),15µM*,16µM*,nt
C=C(C)C1(CCCC)C(=O)NC(=S)NC1=O,-16%,0%,nt
C=CCn1c(O)c(C=NC2CCN(Cc3ccccc3)CC2)c(=O)[nH]c1=O,-20%,-7%,nt
Cc1[nH]n(-c2ccccc2)c(=O)c1C(c1cccc([N+](=O)[O-])c1O)c1c(C)[nH]n(-c2ccccc2)c1=O,?,-22%,-2%
COc1ccc(C(=O)Nc2ccc(S(=O)(=O)N(Cc3ccccc3)c3ccccc3)cc2)cc1,5.2µM*,13µM*,6%
CC(C)Cc1nc2cccnc2n1C1CCNCC1,-14%,-28%,1%
N#CC1=C(N)Oc2c(c(=O)oc3ccccc23)C1c1cccnc1 (stereo unspecified),8%,-18%,0%
CCCCC[C@@H]1CCCCC[C@H](O)C[C@@H](O)[C@@H](O)/C=C/C(=O)O1,?,?,nt
CC(C)(C)c1ccc(/C=C2\Oc3cc(OC(=O)N4CCOCC4)ccc3C2=O)cc1,26µM*,16µM*,-6%
COc1ccc(C(=O)C2(C)N(O)C(C)C(c3cccs3)=[N+]2[O-])cc1 (stereo unspecified),-1%,5%,3%
CC(C)(C)OC(=O)c1ncn2c1[C@@H]1CCCN1C(=O)c1c(Br)cccc1-2,?,6%,9%&6%
CCCc1[nH][nH]c(=O)c1C(c1ccccc1)C(C#N)C#N (stereo unspecified),?,?,5%
Cc1ccc(NP(=O)(Oc2ccccc2F)Oc2ccccc2F)cc1C,?,?,1%
COc1ccccc1CC(=O)N1CCN(CCc2ccccc2)CC1,?,22%,3%
O=c1c2ccccc2ncn1-c1ccc([N+](=O)[O-])c(C(F)(F)F)c1,?,?,1%
Cc1ccc(CNC(=O)c2ccc(Nc3nc4ccccc4n4nnnc34)cc2)cc1,15µM*,?,0%
O=c1[nH]c(=O)n(CCc2ccccc2)c(O)c1C=NCCN1CCNCC1,-11%,-10%,8%
Cc1ccccc1-c1nc(CN2C(=O)CN=C(c3ccccc3)c3ccccc32)c(C)o1,-78%,?,1%
C[C@]12CCC3C(CC[C@H]4[C@H](O)[C@H](O)CC[C@]34C)C1CC[C@@H]2O (stereo partly specified),-16%,2%,nt
COC(=O)C1=C(c2ccc(-c3ccccc3)c(F)c2)C[C@@H]2CC[C@H]1N2C(=O)NCCNC(C)=O,?,21µM*,3%
CC(=O)c1cn(Cc2ccc(F)cc2)c2ccccc12,18µM*,21µM*,nt
CCN(CC)P(c1n(C)cc[n+]1C)N(CC)CC,23µM*,?,-2%
C=CCn1c(O)c(C(C)=NCc2ccco2)c(=O)[nH]c1=O,-12%,-16%,-5%
CCCCn1c(NS(=O)(=O)c2ccccc2)c(C(=O)OCC)c2nc3ccccc3nc21,21µM*,?,0%
O=C(Cc1cc(=O)oc2cc(O)ccc12)NN=Cc1ccc(N(CCCl)CCCl)cc1,?,?,nt
COc1ccc(CN2CCCC(C(=O)c3sccc3C)C2)cc1O (stereo unspecified),-24%,?,-1%
COC1=CC=C2[C@H]3Cc4ccc(OC)c5c4[C@@]2(CCN3C)[C@H]1O5,-21%,3%,1%
CN1Cc2cnnn2-c2ccccc2C1c1ccccc1 (stereo unspecified),?,-21%,nt
C=CCn1c(O)c(C(C)=NCCC2=CCCCC2)c(=O)[nH]c1=O,?,?,-2%
CCCc1nc2ccccc2c(=O)n1-c1ccc(OC)cc1,23µM*,?,6%
O=C1/C(=C/c2cccnc2)N2CCC1CC2,-10%,-17%,0%
C[C@@H]1CN([C@@H](C)CO)C(=O)c2cccc(NC(=O)c3ccncc3)c2O[C@@H]1CN(C)Cc1ccc(-c2ccccc2)cc1,?,?,6%
CC(C)(C)C(=O)OC[N+](C)(C)CCOC(=O)C(O)(c1ccccc1)C1CCCC1 (stereo unspecified),-24%,0%,2%
CCC(=O)[C@@H](C)[C@@H](O)[C@H](C)C[C@@H](C)C1OC(=O)C[C@@]2(O)CC=C(C)C(O2)C(C)=CCCC[C@H](O[C@H]2C[C@@H](OC(N)=O)[C@H](O)[C@@H](C)O2)C=C[C@H](C)C[C@H]1C (stereo partly specified),0.52µM*,0.46µM*,nt
CN1CCc2nc3sc(C#N)c(N)c3c(-c3cccs3)c2C1,21µM*,?,7%
